D1 antagonist – human D1 dopamine receptor antagonism; HEK293 TREx D1 cells, calcium flux, dopamine EC80; hits give low values; activity change, negative = inhibition, % at 10 µM; hit rate 3.2% among 360,000; in the data active means activity change below about -30%; further: on the % scale 0 is the no-effect control and ±100 the full control effect
Target sequence (P21728 whole entry, looked up): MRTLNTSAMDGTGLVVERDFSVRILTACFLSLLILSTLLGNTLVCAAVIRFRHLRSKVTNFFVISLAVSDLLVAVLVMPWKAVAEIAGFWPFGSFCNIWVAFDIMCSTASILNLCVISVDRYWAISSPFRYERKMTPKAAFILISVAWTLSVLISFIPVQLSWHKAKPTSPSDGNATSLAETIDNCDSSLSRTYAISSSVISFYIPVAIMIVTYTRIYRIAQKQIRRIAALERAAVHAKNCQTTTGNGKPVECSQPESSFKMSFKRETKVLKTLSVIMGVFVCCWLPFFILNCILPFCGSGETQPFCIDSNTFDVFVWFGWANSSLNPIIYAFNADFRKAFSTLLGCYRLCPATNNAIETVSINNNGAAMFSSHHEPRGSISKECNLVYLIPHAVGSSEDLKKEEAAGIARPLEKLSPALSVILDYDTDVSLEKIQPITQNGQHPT
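Tetracycline-induced HEK293 T-REx cells with force-coupled D1 receptor were loaded with a no-wash calcium dye. Compound was added after a 10 s baseline and read kinetically for 180 s; EC80 dopamine was then added and calcium flux followed another 180 s.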
Anesthetic bind – binds horse apoferritin like a general anesthetic; P02791; apoferritin/1-aminoanthracene competitive binding, fluorescence; Potency, µM (top dose mostly 77.5 µM), for inactives: top-dose activity change, negative = displacement, usual class: inhibitors; hit rate 0.074% among 350,000; AID 485281; further: potency means the concentration at half of the fitted maximal effect; on the % scale 0 is the no-effect control and ±100 the full control effect; nearly all actives have a fitted effect of over 20% in size
Target sequence (P02791 2-175 limits assumed): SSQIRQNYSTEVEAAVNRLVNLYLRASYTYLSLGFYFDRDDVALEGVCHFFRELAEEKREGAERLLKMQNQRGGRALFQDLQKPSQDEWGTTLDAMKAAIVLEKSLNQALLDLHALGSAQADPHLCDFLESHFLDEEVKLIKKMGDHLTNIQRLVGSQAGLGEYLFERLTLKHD
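Horse-spleen apoferritin (10 uM) was mixed with 50% saturated 1-aminoanthracene in PBS, exposed to compounds for 10 min at room temperature, and read for fluorescence (ex 380 nm, em 535 nm). Competitive displacement was fitted with a four-parameter Hill equation.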
RXFP1 ag – activates the human relaxin receptor RXFP1. HEK293T-RXFP1 cAMP TR-FRET, 30 min; response scale: percent of porcine relaxin response, buffer zero. Potency, µM (titrated, usually from 57.5 µM), inactives show at the top dose activation, hits mostly activators. hit rate 0.3% among 370,000; further: potency means the concentration at half of the fitted maximal effect; on the % scale 0 is the no-effect control and ±100 the full control effect; nearly all actives have a fitted effect of over 60% in size; many of its hits are not listed in these tables
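cAMP rise read by TR-FRET after 30 min, 37C compound exposure (up to 58 uM) in RXFP1-transfected HEK293 cells with Ro 20174 present. EC50 from Hill-equation fits, with 29 nM porcine relaxin as 100% and buffer as basal.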
TRHR ag – agonists of human TRH receptor; activation, % at 2 µM; P34981; hit rate 0.18% among 360,000; TRHR cells, calcium flux fluo-8, FDSS agonist mode; in the data active means activation above about 30%; further: 0% is about no effect
Target sequence (P34981 whole entry, looked up): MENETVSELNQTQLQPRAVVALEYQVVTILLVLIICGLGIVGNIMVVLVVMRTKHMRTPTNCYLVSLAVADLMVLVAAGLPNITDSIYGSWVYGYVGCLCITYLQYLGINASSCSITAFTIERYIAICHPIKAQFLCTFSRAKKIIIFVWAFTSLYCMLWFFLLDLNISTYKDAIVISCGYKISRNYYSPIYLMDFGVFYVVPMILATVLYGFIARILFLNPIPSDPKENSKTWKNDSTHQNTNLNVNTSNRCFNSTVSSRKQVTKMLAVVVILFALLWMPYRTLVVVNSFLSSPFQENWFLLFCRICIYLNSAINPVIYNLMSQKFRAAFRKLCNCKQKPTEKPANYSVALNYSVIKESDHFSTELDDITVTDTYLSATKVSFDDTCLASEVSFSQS
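Read-out: compound-evoked intracellular calcium rise in TRHR cells, fluo-8 dye, kinetic FDSS fluorescence at 1 s/cycle following a 10-cycle baseline. Cells cultured overnight before dye loading (30 min–1.5 h, RT).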
D1 agonist – human D1 receptor agonism. HEK293 T-REx D1 cells, calcium flux, agonist mode. activation, % at 2 µM. hit rate 1% among 360,000; in the data active means activation above about 30%; further: 0% is about no effect
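Tetracycline-induced HEK293 TREx D1 cells, force-coupled to calcium signalling, were dye-loaded with a no-wash calcium kit. Compound was pin-added after a 10 s baseline. Fluorescence was read kinetically at 1 cycle/s for 180 s, with calcium rises flagged as agonism.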
RXFP1 antag – blocks the human relaxin receptor RXFP1. Q9HBX9. HEK293-RXFP1, relaxin-stimulated cAMP HTRF, 30 min; hits give low values. activity change, negative = inhibition, % at 57.5 µM. hit rate 0.59% among 350,000. AID 1259400;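 active means activity change of -60% or lower, but not beyond a set lower limit; inconclusive means change between -60% and -40%, or beyond the set limit; inactive means change above -40%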; further: on the % scale 0 is the no-effect control and ±100 the full control effect
D1 PAM – human D1 dopamine receptor positive modulation; HEK293 TREx D1 cells, calcium flux, dopamine EC20 potentiation; potentiation, % at 10 µM; hit rate 0.036% among 360,000; in the data active means potentiation above about 30%; further: 0% is about no effect
TRHR enhancer – TRH receptor (human) allosteric enhancement; P34981; TRHR cells, fluo-8 calcium fluorescence, EC20 TRH enhancement; enhancement, % at 2 µM; hit rate 0.66% among 360,000; AID 493056; in the data active means enhancement above about 30%; further: 0% is about no effect
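TRHR-expressing cells loaded with fluo-8 calcium dye were read kinetically (ex 480/em 530) during compound addition, then stimulated with an EC20 of TRH (10 nM final). Enhancement of the Gq-mediated intracellular calcium response was scored.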
D2 potentiator – D2 dopamine receptor (human) potentiation. P14416. HEK293 T-REx D2, calcium flux, EC20 dopamine potentiation. potentiation, % at 10 µM. hit rate 0.34% among 340,000;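 active means potentiation over 3 SD above the plate norm, cut at about 30% in these data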; further: 0% is about no effect
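Tetracycline-induced HEK293 T-REx cells force-coupled to calcium signalling expressed D2; compounds were pin-added after a 10 s baseline, read kinetically 180 s, then an EC20 dopamine challenge followed with a further 180 s calcium read.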
The depositor's hits bear a star; ? = inconclusive; . = no result given; & = joins results of further samples; [ ] = remark or other dose. Unless noted, the call rests on the fitted dose curve; in most records, active means well fitted curve in the direction sought with a large enough effect; inconclusive means small, poorly fitted or top-dose-only effect, or another doubt; inactive means no such curve, though single readings can be large; an effect the other way counts as inactive or inconclusive.

Every second line gives: D1 PAM	Anesthetic bind	RXFP1 ag	TRHR ag	RXFP1 antag	D1 antagonist	D2 potentiator	D1 agonist	TRHR enhancer
> COc1cccc(C(=O)Nc2ccccc2SCc2cc(=O)c3cccc(C)c3[nH]2)c1
→ -1.6	-7.7%	0.7%	0.0	-9.1	2.3	4.8	-0.4	-3.4
> COC(=O)c1cc2oc3ccccc3c2n1CC(=O)Nc1ccc(C)cc1C
→ -3.3	8.8%	?	0.3	-2.8	4.6	-7.1	0.6	15.9
> COc1cccc(NC(=O)C2CCN(C(=O)NC3CCCCC3)CC2)c1
→ -4.3	-3.5%	-0.7%	0.2	0.4	-2.2	9.8	0.9	-10.0
> Cc1ccc(S(=O)(=O)N2CCN(C(=O)COC(=O)CCOc3ccccc3)CC2)c(C)c1
→ 6.6	.	-3.3%	0.2	-0.8	-9.2	10.8	16.1	2.4
> CCOc1ccc(OCC)c(NS(=O)(=O)c2cc(-c3onc(C)c3C)ccc2OC)c1
→ -4.8	-3.2%	-0.4%	0.0	-4.1	-16.8	1.9	1.5	0.6
> c1ccc(OCc2nc3ccccc3[nH]2)cc1
→ -7.8	-12.9%	-0.1%	-0.9	1.5	-1.2	-4.9	-3.7	-1.9
> O=C(c1ccc(CS(=O)(=O)c2cccc(C(F)(F)F)c2)o1)N1CCN(c2ccccn2)CC1
→ -7.0	-13.8%	0.9%	-0.5	-7.9	-0.3	0.7	4.4	-4.7
> Cc1cc(-c2nnc3n2N=C(c2ccccc2)CS3)n[nH]1
→ -8.0	-5.5%	2.6%	0.0	-7.4	23.7	12.2	0.5	-0.1
> Oc1ccccc1C1CC(c2cccs2)=NC(c2cccc(Br)c2)N1 (stereo not given)
→ -5.8	?	0.9%	-0.5	-27.8	4.4	0.1	1.3	-5.7
> COc1cc(CNc2ccc(O)cc2)cc(Br)c1OCc1ccccc1
→ -0.3	?	1.6%	1.5	-12.6	-8.1	-6.0	2.1	3.4
> COc1ccccc1C(=O)NCCC(=O)NC(C)c1ccc(-n2ccnc2)cc1 (stereo not given)
→ -6.4	.	0.7%	-0.1	-13.1	-22.3	-2.5	6.5	1.0
> CC(C)(C)OC(=O)N1CCC(CC2CC(c3ccncc3)=NO2)(C(=O)O)CC1 (stereo not given)
→ 2.8	.	-1.7%	-0.3	.	7.7	-14.2	0.4	11.9
> CC(C)NS(=O)(=O)c1ccc(CCC(=O)Nc2ccc3c(c2)OCCO3)cc1
→ 2.2	-8.8%	3.6%	-0.2	11.0	0.3	-3.9	-0.9	10.0
> Cc1cc(NC(=O)c2cccc(Br)c2)n[nH]1
→ 0.1	.	0.7%	-0.2	.	2.5	8.9	5.0	-4.0
> O=C(NCCc1c[nH]c2ccccc12)c1cccc(S(=O)(=O)Nc2ccccc2Cl)c1
→ 1.4	-8.4%	2.7%	-0.1	-16.7	-28.2	-11.5	3.9	13.0
> O=C(NCCc1c[nH]c2ccccc12)N[C@@H](Cc1ccccc1)C(=O)O
→ -0.5	-2.6%	-1.8%	-0.4	-1.2	-12.8	-8.8	-0.4	-3.5
> Cc1cccc(-n2nc3c(c2NC(=O)C(C)C)CS(=O)(=O)C3)c1C
→ -5.7	-0.7%	-1.5%	0.4	-4.0	5.5	10.3	2.5	7.2
> O=S(=O)(c1ccc(Cl)cc1Cl)n1ccnc1
→ 2.3	-2.4%	0.7%	0.0	.	24.6	2.9	-0.1	1.9
> Cc1cc(N2CCN(C)CC2)nc2ccc(NC(=O)CCC3CCCC3)cc12
→ -11.0	-2.3%	0.0%	0.0	-0.9	1.1	-6.4	2.3	2.6
> COC(=O)c1c(NC(=O)COc2ccc(Cl)cc2)sc2c1CC(C)(C)NC2(C)C
→ 0.4	-8.4%	-1.2%	2.0	2.5	14.6	9.2	17.5	-6.4

(cont.)
Every second line gives: D1 PAM	Anesthetic bind	RXFP1 ag	TRHR ag	RXFP1 antag	D1 antagonist	D2 potentiator	D1 agonist	TRHR enhancer
> CC(=O)Nc1ccc(SCC(=O)c2c(N)n(Cc3ccccc3)c(=O)n(C)c2=O)cc1
→ -3.3	-5.9%	6.3%	0.3	-10.5	0.7	-0.2	0.5	3.2
> COc1ccc(NC(=O)C2CCCN2C(=O)NCc2ccccc2)cc1 (stereo not given)
→ -0.8	-4.4%	0.0%	0.4	-18.3	-1.2	-5.9	1.8	-1.4
> O=C(O)CC1=C(Nc2ccccc2)C(=O)N(c2ccccc2)C1c1ccc(Cl)cc1 (stereo not given)
→ -2.5	-11.7%	2.3%	0.7	-2.5	-12.9	-0.5	6.6	0.4
> Cc1ccc2c(c1)Cc1nc3ccccc3nc1-2
→ -5.7	-12.4%	1.9%	-0.3	-4.5	-15.0	5.5	-2.7	3.1
> CC(=O)Nc1ccc(/C(C)=N\NC(=O)c2ccc(-c3ccccc3)cc2)cc1
→ -4.7	-5.3%	2.3%	0.6	.	-21.2	-2.9	0.5	-2.2
> CC(CCc1ccccc1)NC(=O)C(=O)Nc1ccccc1 (stereo not given)
→ -0.9	0.1%	-0.9%	0.3	-7.2	-0.5	5.6	4.4	2.2
> N#Cc1c(C(F)(F)F)cc(C2CC2)[nH]c1=O
→ -2.0	38.7%[activator]	3.0%	0.2	.	-14.1	-9.8	-0.4	6.1
> O=C(O)c1cccc(N/N=C/c2cn(-c3ccccc3)nc2-c2cccs2)c1
→ -3.2	-22.6%	2.6%	-0.1	-10.3	-16.7	1.5	-3.5	6.2
> COc1ccc(C/C(N)=N/n2cnnc2)cc1Cl
→ -4.0	2.1%	-0.6%	1.2	3.2	3.5	6.1	0.4	16.6
> CCc1ccccc1NS(=O)(=O)c1ccc(OC)c2ncccc12
→ -2.2&0.8	-4.7%&4.3%	0.8%&-0.4%	0.1&0.5	?	10.3&8.1	2.3&5.2	7.5&6.6	9.9&-3.4
> CCN(CC)CCCN1CC(O)=C(c2nc3ccccc3s2)C1=N
→ -3.7	-14.0%	-1.4%	0.1	-5.6	-9.8	-3.3	3.0	3.1
> C/C(N)=C(/C#N)C(=O)COC(=O)c1ccccc1O
→ -5.7	3.3%	0.3%	-0.1	-10.2	15.7	2.2	5.1	-1.7
> O=C1C2CCCN2c2ccc(S(=O)(=O)N3CCOCC3)cc2N1Cc1ccccc1F (stereo not given)
→ -1.4	-3.2%	-0.3%	-0.3	-10.4	12.2	15.0	0.6	-6.0
> CC(C)N1CCN(Cc2ccc(-c3ccccc3Cl)o2)CC1CCO (stereo not given)
→ -8.9	-7.5%	2.0%	0.0	-1.8	6.9	-15.7	3.2	1.3
> COC(=O)c1ccc(CNC(=O)COC(=O)COc2ccc(OC)cc2)cc1
→ 9.6	-3.8%	-1.9%	-0.4	-15.2	-4.9	-0.1	0.6	-2.9
> Cc1ccc(CNC(=O)CCc2c(C)c3ccc(O)c(C)c3oc2=O)cc1
→ -0.7	153.4%[activator]	10.0%	-1.0	-4.2	8.9	-29.3	-1.4	0.5
> COc1ccc(/C=C/C(=O)Nc2ccncc2)cc1OC
→ -6.0	?	0.4%	-0.4	5.7	-17.7	-2.4	2.2	-7.6
> O=C(NCc1ccccc1)C(c1ccc(Cl)cc1)N(C(=O)c1csnn1)C1CC1 (stereo not given)
→ 9.9	-4.2%	2.8%	1.0	-10.9	9.2	10.8	2.6	0.1
> CCc1nnc(NC(=O)CSc2nnc(CSc3nc(C)cc(C)n3)o2)s1
→ -1.6	-21.0%	1.6%	0.2	11.8	14.1	6.5	0.1	3.0
> O=C(CN1C(=O)c2cccc([N+](=O)[O-])c2C1=O)NCc1ccccc1
→ 3.5	-2.8%	7.9%	-0.3	-11.9	-13.0	7.7	1.4	-3.9

More entries.
Every second line gives: D1 PAM	Anesthetic bind	RXFP1 ag	TRHR ag	RXFP1 antag	D1 antagonist	D2 potentiator	D1 agonist	TRHR enhancer
> O=C(COc1ccc(Cl)cc1Cl)NC(=S)N1CCCc2ccccc21
→ -3.5	42.8%[activator]	-2.0%	-0.5	29.6	-4.1	-2.1	4.8	0.5
> Cc1cccc(NC(=O)CCNC(=O)c2ccco2)c1C
→ 2.2	-2.6%	-2.0%	-0.1	-12.2	19.9	6.2	1.6	0.4
> CCOc1ccc2ncc(S(=O)(=O)c3ccc(C)cc3)c(N3CCC4(CC3)OCCO4)c2c1
→ 2.0	?	4.8%	0.4	1.6	-22.6	8.0	3.1	-0.7
> Cc1ccc(-c2nc(C)c(CCNC(=O)c3ccccc3Br)s2)cc1
→ -4.8	-12.1%	6.4%	-0.5	.	-1.2	10.7	0.2	4.7
> COc1ccc(CN2CCN(Cc3ccccc3C(F)(F)F)CC2)c(OC)c1
→ -12.5	5.2%	0.0%	1.3	?	-25.9	-19.3	9.0	0.7
> CCNS(=O)(=O)c1ccc(CCC(=O)N2CCN(c3cc(Cl)ccc3C)CC2)cc1
→ -3.0	149.8%[activator]	-0.1%	-0.8	-24.4	-7.9	.	10.8	-10.2
> COc1cc(C(=O)NC(=S)Nc2ccccc2[N+](=O)[O-])cc(OC)c1OC
→ -9.2	-21.6%	5.5%	0.1	-6.0	.	-4.0	-2.0	6.8
> Cc1nnc(-c2cccc(Br)c2)c2cn(-c3cccc(Br)c3)nc12
→ 1.8	-13.3%	-2.3%	-0.8	-10.8	-6.5	2.7	9.2	8.0
> CCc1ccccc1NC(=O)c1noc(C(C)C)c1[N+](=O)[O-]
→ 2.9	-13.9%	0.0%	-0.4	0.7	-2.2	.	2.6	-2.5
> COc1ccccc1NC(=O)CSc1ncnc2c1oc1ccccc12
→ -2.1	-11.6%	21.8%	-0.2	13.6	5.7	-3.8	1.1	-0.6
> O=C(NCCC(c1ccccc1)c1ccccc1)c1cnc2sccn2c1=O
→ -3.5	-19.0%	9.8%	0.6	-0.3	10.9	-0.1	0.8	4.6
> COc1ccc(CN2C(=O)c3ccccc3C2C(=O)NC2CCCCCC2)c(OC)c1 (stereo not given)
→ -2.2&2.6	?	1.2%&6.4%	-1.2&-1.3	3.7&0.4	-3.7&6.3	-5.7&13.5	0.6&-0.6	-7.2&2.9
> CCn1cc(C(=O)N[C@H](C(=O)NCCCOC)C(C)C)c(=O)c2cc3c(cc21)OCO3
→ -0.6	-7.3%	0.3%	-0.2	18.4	-8.5	-0.2	2.4	-1.7
> COc1ccc(NC(=O)CSc2nnc(CNC(=O)c3ccco3)o2)cc1
→ -1.1	-5.6%	0.9%	0.1	-5.1	1.8	2.3	1.5	6.0
> COc1ccc(-c2nc3c(Br)c(N)c(Br)cc3o2)cc1
→ -0.5	3.2%	1.9%	-0.1	24.9	35.5	0.2	0.5	9.6

Only part of the results is shown, so the mix of outcomes need not match the whole.
